APP 5'UTR act: activators of APP 5'UTR luciferase reporter, primary screen, SH-SY5Y cells. SH-SY5Y APP 5'UTR luciferase reporter, luminescence; zero percent = DMSO vehicle wells. activation, % at 2 µM. actives 1% (n = 190,000). AID 1276, 2008;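 active = activation above a set limit, based on mean plus 3 SD of controls, cut at about 140% in these data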; note: values of inactives mirror those of a sister screen read the other way
STAT1 activator: STAT1 signaling activators, primary screen, cell-based, HTS, luciferase reporter; NIH 3T3 STAT1-luciferase reporter, IFN-gamma, luminescence; 100% = IFN-gamma alone, no compound; activation (% of control), % at 5.5 µM; actives 2.6% (n = 200,000); AID 932, 2007;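 active = activation above the screen-wide mean activation plus 3 SD, cut at about 130% in these data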;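 note: raw ratio to IFN-gamma control signal so 100% means no change and 0% no light; values of inactives mirror those of a sister screen read the other way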
G6PDH CS: L. mesenteroides G6PDH inhibitors, counter-screen for G6PDH-coupled screening assays, biochemical, Leuconostoc mesenteroides enzyme; glucose-6-phosphate dehydrogenase [Leuconostoc mesenteroides]; Purified L. mesenteroides G6PDH, diaphorase/resazurin coupled fluorescence, 45 min; inhibition, % at 5 µM; actives 0.12% (n = 200,000); AID 1020, 2008; in the data active = inhibition above about 50%
FLuc inh counter: firefly luciferase enzyme inhibitors, primary screen, artefact control for luciferase-based inhibitor screens, biochemical, luminescence, ATPLite; 10 min; inhibition, % at 10 µM; actives 1.5% (n = 200,000);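 active = inhibition above about 50% when tested at 10 µM, limit read from the data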
Target sequence (P08659 whole entry, looked up): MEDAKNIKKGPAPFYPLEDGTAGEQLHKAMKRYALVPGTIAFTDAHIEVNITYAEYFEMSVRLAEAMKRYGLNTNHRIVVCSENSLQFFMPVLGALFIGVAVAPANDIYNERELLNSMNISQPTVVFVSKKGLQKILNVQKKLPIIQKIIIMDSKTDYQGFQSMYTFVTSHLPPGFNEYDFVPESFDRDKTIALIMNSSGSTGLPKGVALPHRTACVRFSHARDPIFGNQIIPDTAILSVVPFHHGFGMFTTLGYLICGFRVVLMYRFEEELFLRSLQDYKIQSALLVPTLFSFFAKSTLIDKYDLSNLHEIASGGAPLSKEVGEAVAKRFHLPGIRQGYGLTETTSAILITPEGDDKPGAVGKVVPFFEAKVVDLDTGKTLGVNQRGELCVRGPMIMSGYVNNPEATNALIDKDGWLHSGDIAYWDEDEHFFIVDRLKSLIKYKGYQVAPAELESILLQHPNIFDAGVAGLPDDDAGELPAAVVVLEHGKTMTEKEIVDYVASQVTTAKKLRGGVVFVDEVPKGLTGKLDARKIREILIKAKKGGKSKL
Efa HMGR inh: inhibitors of E. faecalis class II HMGR, primary screen, biochemical, Enterococcus faecalis. HMG-CoA reductase (Enterococcus faecalis, mvaE). purified E. faecalis HMGR, NADPH absorbance 340 nm kinetic. inhibition, % at 10 µM. actives 0.41% (n = 190,000);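 active = inhibition above a set limit, the median over all tested compounds plus 3 SD, cut at about 9.5% in these data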;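 note: enzyme runs in reverse so mevalonate oxidation gives rising NADPH absorbance; 0% = complete reaction with DMSO and 100% = background rate lacking mevalonate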
FLuc stim CS: FLuc activators, initial screening, artefact control for FLuc-dependent activation tests, biochemical, ATPlite luminescence | 200,000 tested, under 10 active | ATPlite luciferase biochemical, 10 min; 0 = ATP-free wells, 1 = DMSO control | activation factor at 10 µM;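 active = luciferase activation factor, scaled between plate controls, of at least 2 with compound at 10 µM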
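Assay system: Luciferase/luciferin reagent mix; Medium: PBS as buffer for the ATP substrate; Dosing: test compounds dosed from 2 mM stocks in 100% DMSO; Times: 10 min, room temperature; Signal: luminescence from luciferase reaction; Read-out: luciferase activation; Controls: No-ATP low control, compound-free enzyme-plus-ATP high control.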
Redox H2O2 prof: compounds producing H2O2 with reducing agent – biochemical, NIH compound library profiling, artefact control for MLSCN library redox annotation, primary screen; DTT-dependent redox cycling H2O2, phenol red/HRP absorbance; 100% = 100 µM peroxide control, 0% = buffer; activation, % at 10 µM; actives 0.03% (n = 200,000); AID 878, 2007;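 active = activation of at least 50% relative to the plate's high and low controls in the primary single-dose screen; inactive = activation below 50%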;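 note: compound incubated with DTT at 0.8 mM final as the reducing agent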
APP 5UTR inh: inhibitors of APP translation via 5'UTR reporter, primary screen, APP 5'UTR luciferase, SH-SY5Y cells. SH-SY5Y APP 5'UTR-luciferase reporter, luminescence. inhibition, % at 2 µM. actives 0.82% (n = 190,000). AID 1285, 2008;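 active = inhibition above a set limit, derived from the sample mean plus 3 SD, cut at about 45% in these data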; note: values of inactives mirror those of a sister screen read the other way
NF-kB neuron act: activators of NF-kB expression in neurons, primary screen, cell-based, HTS; fold change at 12.5 µM; actives 1.6% (n = 190,000); human neuronal cells, NF-kB reporter expression; hits give high values; in the data active = fold change above about 3.3
Hsp70 activator: Hsp70 transcriptional activators, primary screen, cell-based, HeLa, Hsp70 promoter luciferase, luminescence, 10 µM; HeLa Hsp70 promoter luciferase reporter; scaled: vehicle 0, proteasome-inhibitor control 100%; activation, % at 10 µM; actives 0.04% (n = 200,000); AID 1203, 2008;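 active = activation above the mean across all tested compounds plus 3 SD, cutoff set per campaign, cut at about 5.5% in these data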;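 note: 100% = MG132 at 30 µM as the positive control and 0% = DMSO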
* = called active by the depositor; / = no result given.

SMILES	APP 5'UTR act	STAT1 activator	G6PDH CS	FLuc inh counter	Efa HMGR inh	FLuc stim CS	Redox H2O2 prof	APP 5UTR inh	NF-kB neuron act	Hsp70 activator
Cc1ccc(NC(=O)CSc2ccc3nnc(CCNC(=O)c4ccccc4)n3n2)c(C)c1	-7	105	-11	-5	0	1	-0.3	7	0.98	-0.2
CN1CCN(CC(O)COC(c2ccccc2)c2ccccc2)CC1 (configuration not stated)	-12	97	2	-6	6	1.1	-0.1	12	1.1	-0.3
O=C(CSc1nc2ccccc2c(=O)[nH]1)Nc1ccc(C(=O)O)cc1	4	101	10	5	-7	0.9	-0.4	-4	0.95	-0.3
CN(Cc1nc(-c2cccs2)no1)CC1COCCO1 (configuration not stated)	45	123	-6	3	2	1	-1.1	-45	2.2	-0.1
CN(N=Nc1cccc([N+](=O)[O-])c1)c1cccc([N+](=O)[O-])c1	3	118	11	-3	-4	1	0.2	-2	1.2	0.3
S=C(NCc1ccccc1)N1CCc2ccccc2C1	-2	89	6	-5	-2	1	0.8	2	1.1	0.3
O=C(CCc1nc2ccccc2s1)NCc1ccccc1F	12	103	2	-3	2	1	-0.1	-12	0.88	-0.1
N/C(COc1ccc(Cl)cc1Cl)=N\NS(=O)(=O)c1ccccc1	6	100	3	-5	/	1.1	0.9	-6	1.2	-0.1
COC(=O)c1sccc1NC(=O)CSCCc1ccncc1	9	90	-2	-2	-5	1	0.1	-9	0.92	-0.3
O=C(C1=C[C@H](c2ccc3c(c2)OCO3)C[C@H](OCCCCO)O1)N1CCN(Cc2ccccc2)CC1	-10	99	15	-4	3	1	1.1	10	1.3	0.2
O=C(CCS(=O)(=O)c1cccc2nonc12)NC1CCCCCC1	4	99	7	1	-1	1	-2.5	-4	1.1	-0.1
N#CC(c1ccc(Cl)cc1)c1nc2ccccc2nc1C(F)(F)F (configuration not stated)	22	98	8	-3	-25	1	2.9	-22	1	-0.2
COC(=O)c1cccc(Cn2c(Cl)c(/C=N/Nc3ccccc3C)sc2=O)c1	-46	96	-5	-2	0	1	0.0	46*	1.1	-0.1
COc1ccccc1C(=O)N1CCN(C(=O)c2ccncc2)CC1	-8	101	25	-6	-3	1.1	2.5	8	1.2	-0.2
CC(C)(C)C1CCC(=NNS(=O)(=O)c2ccc(Br)cc2)CC1 (configuration not stated)	-5	98	11	-4	-2	1	0.5	5	1.2	-0.2
COc1cccc(OC)c1C(=O)Nc1ccccc1C(=O)N1CCOCC1	7	95	-2	-2	6	1	3.0	-7	1.1	0.1
O=C(c1cccc2ccccc12)N1CCN(c2ccc([N+](=O)[O-])c(NCc3ccco3)c2)CC1	8	108	-16	-8	6	1.1	3.2	-8	0.68	-0.3
Cc1sc2nc(CSc3ccc([N+](=O)[O-])cc3)[nH]c(=O)c2c1C	1	108	0	-2	0	1	0.6	-1	1.1	-0.1
COCCNC(=O)c1cc(-c2ccc(Cl)c(Cl)c2)on1	51	111	-4	3	1	1	0.3	-51	1.6	-0.1
O=C(Nc1ccc(Br)cn1)C1CCCN1S(=O)(=O)c1ccccc1 (configuration not stated)	3	91	3	-4	1	1	0.9	-3	1.8	-0.1
CCCCN(C(=O)CSc1nnc(-c2ccc(OC)cc2)n1C(C)C)c1c(N)n(Cc2ccccc2)c(=O)[nH]c1=O	8	99	8	-5	-1	1.1	0.2	-8	0.96	-0.3
COCCNc1c(-c2ccc(OC)c(OC)c2)nc2ccc(Cl)cn12	2	94	8	7	-1	0.9	-0.2	-2	0.87	0.2
COc1ccc(CNC(=S)Nc2ccc(OC)cc2)cc1	0	100	5	-5	-1	1.1	-0.3	0	1.2	-0.5
Cc1cccc(S(=O)(=O)C(C#N)c2nc3ccccc3nc2N2CCOCC2)c1 (configuration not stated)	/	99	7	-8	-1	1.1	3.1	/	0.98	-0.3
CN(C)c1cc(-c2ccccc2)nc(N)n1	11	/	-1	-2	-1	1	-3.5	-11	1.3	/
COc1ccc(NS(=O)(=O)c2ccc(N3CCOCC3)c(NC(=O)c3ccc(F)cc3)c2)cc1	12	107	-19	-6	-5	1.1	0.2	-12	2.4	-0.3
Oc1ccccc1CNc1nc2ccccc2n1CCN1CCCCC1	-21	105	23	-2	-2	1	0.1	21	0.89	-0.1
Cc1cccc2[nH]c3c(=O)n(CCN4CCNCC4)cnc3c12	2	101	22	3	1	1	1.8	-2	0.94	-0.2
COc1ccc(NC(=O)c2c(-c3ccccc3Cl)noc2C)c(OC)c1	-6	89	14	-8	1	1.1	-0.7	6	1	-0.2
Cc1cccc2cc(CN(CC3CCCO3)C(=O)c3cccnc3)c3nnnn3c12 (configuration not stated)	10	110	4	-5	-3	1.1	2.0	-10	0.96	-0.1
O=C(NCc1ccccc1)c1noc2c1CCCCC2	66	130*	12	5	5	1	-0.7	-66	1.9	0.1
C=CCn1c(SCC(=O)Nc2ccc(-c3nc4ccc(C)cc4s3)cc2)nnc1-c1ccncc1	160*	130*	-12	-3	-9	1	0.5	-160	1.5	-0.2
CCCn1c(SCC(=O)N2CCCCC2)nnc1-c1ccco1	-4	92	4	-7	1	1.1	-0.3	4	1	0.0
O=C(NC1(C(=O)NC2CCCCC2)CCCCC1)c1ccc2c(c1)OCO2	7	90	5	-6	0	1.1	-3.1	-6	1	-0.3
COC(=O)c1[nH]c2ccccc2c1NC(=O)/C=C/c1ccc2c(c1)OCO2	0	117	-18	6	0	0.9	0.7	0	0.99	-0.2
COC(=O)c1[nH]c(C)c(/C(O)=C2\C(=O)C(=O)N(CCN3CCOCC3)C2c2cccnc2)c1C (configuration not stated)	20	103	12	-9	-2	1.1	0.1	-20	0.95	-0.2

10 entries from above, ordered by molar mass, low to high:
SMILES	APP 5'UTR act	STAT1 activator	G6PDH CS	FLuc inh counter	Efa HMGR inh	FLuc stim CS	Redox H2O2 prof	APP 5UTR inh	NF-kB neuron act	Hsp70 activator
CN(C)c1cc(-c2ccccc2)nc(N)n1	11	/	-1	-2	-1	1	-3.5	-11	1.3	/
O=C(NCc1ccccc1)c1noc2c1CCCCC2	66	130*	12	5	5	1	-0.7	-66	1.9	0.1
Cc1cccc2[nH]c3c(=O)n(CCN4CCNCC4)cnc3c12	2	101	22	3	1	1	1.8	-2	0.94	-0.2
COC(=O)c1[nH]c2ccccc2c1NC(=O)/C=C/c1ccc2c(c1)OCO2	0	117	-18	6	0	0.9	0.7	0	0.99	-0.2
O=C(NC1(C(=O)NC2CCCCC2)CCCCC1)c1ccc2c(c1)OCO2	7	90	5	-6	0	1.1	-3.1	-6	1	-0.3
COc1ccc(NC(=O)c2c(-c3ccccc3Cl)noc2C)c(OC)c1	-6	89	14	-8	1	1.1	-0.7	6	1	-0.2
Cc1cccc(S(=O)(=O)C(C#N)c2nc3ccccc3nc2N2CCOCC2)c1 (configuration not stated)	/	99	7	-8	-1	1.1	3.1	/	0.98	-0.3
COC(=O)c1[nH]c(C)c(/C(O)=C2\C(=O)C(=O)N(CCN3CCOCC3)C2c2cccnc2)c1C (configuration not stated)	20	103	12	-9	-2	1.1	0.1	-20	0.95	-0.2
COc1ccc(NS(=O)(=O)c2ccc(N3CCOCC3)c(NC(=O)c3ccc(F)cc3)c2)cc1	12	107	-19	-6	-5	1.1	0.2	-12	2.4	-0.3
C=CCn1c(SCC(=O)Nc2ccc(-c3nc4ccc(C)cc4s3)cc2)nnc1-c1ccncc1	160*	130*	-12	-3	-9	1	0.5	-160	1.5	-0.2

(continued)
SMILES	APP 5'UTR act	STAT1 activator	G6PDH CS	FLuc inh counter	Efa HMGR inh	FLuc stim CS	Redox H2O2 prof	APP 5UTR inh	NF-kB neuron act	Hsp70 activator
CCC(=O)N1CCN(c2ccc(Cl)cc2NC(=O)Cc2ccc(Cl)cc2)CC1	-9	89	17	-4	-4	1	0.2	9	0.56	0.0
Cc1c(C=O)c2ccccn2c1C(=O)c1cccs1	-13	100	6	-1	-1	1	-0.2	13	0.99	0.1
CC(C)(C)c1nnc2sc(SCC(=O)N3CCc4ccccc43)nn2c1=O	-4	106	2	-7	-4	1.1	-0.8	4	1.1	-0.3
O=C(Cn1cc2c(n1)CCCC2)NCC1CCCO1 (configuration not stated)	-14	102	-2	-5	-1	1.1	-0.2	14	1.1	0.1
COc1ccccc1CNCC(O)Cn1c2ccccc2c2ccccc21 (configuration not stated)	-1	101	20	-3	0	1	-0.2	2	2.4	-0.2
CCOC(=O)c1c(Nc2ccccc2)sc(/C=C2\C=Nc3ccccc32)c1O	-2	106	0	-8	-4	1.1	0.8	2	1	-0.2
COc1cc(OC)c(NC(=S)Nc2cccc(C)c2)cc1Cl	-14	97	1	2	-7	1	0.3	14	1.1	-0.4
Cc1cccc(NC(=O)C2CCCN2S(=O)(=O)c2ccc(F)cc2)c1C (configuration not stated)	3	100	1	-1	1	1	-0.4	-3	0.93	-0.1
O=C(Nc1cccc(C(F)(F)F)c1)c1ccc(Cn2cc(Br)cn2)o1	-9	108	8	-8	-3	1.1	-3.6	9	0.68	0.2
N#CCCN(C(=O)Nc1ccccc1)c1ccccc1	-5	102	2	3	0	1	-3.6	5	1	-0.1
O=C(Nc1ccccc1)Nc1ccc(Br)c(Cl)c1	45	115	9	11	-4	0.9	-0.2	-45	1.8	0.0
O=C(COc1cccc2ccccc12)N/N=C/c1ccccc1OCc1ccc(C(=O)O)cc1	2	106	10	-4	2	1	-0.6	-2	1.1	0.0
NC1=NC(=O)/C(=C\c2ccsc2)S1	15	110	12	4	1	1	-0.6	-15	1.5	-0.4
Cc1cccc(Nc2nnc(SCC(=O)Nc3ccccc3[N+](=O)[O-])s2)c1C	7	106	23	2	-2	1	0.1	-7	1.1	-0.3
CCN(CC)C(=O)CSc1nnc(CCNC(=O)OC(C)(C)C)o1	5	92	18	0	1	1	-3.8	-5	1.1	-0.2
COc1cccc(-c2cc3c(-n4cccc4)ncnc3o2)c1	10	94	2	4	-3	1	-3.3	-10	0.5	-0.5
CCCNC(=O)C1CCN(c2ccc(S(=O)(=O)N3CCOCC3)cc2Cl)CC1	-25	88	8	-8	-7	1.1	0.9	25	1.2	-0.5
Nn1c(SCC(=O)Nc2ccc(F)cc2F)nnc1C1CCCCC1	17	116	15	6	-1	0.9	1.9	-17	1.3	0.4
CC(Oc1cccc(NC(=O)c2cccs2)c1)C(=O)c1ccccc1 (configuration not stated)	14	89	16	-6	0	1.1	-0.4	-14	0.8	0.1

Compound activity as filed in PubChem.
